Screens: PubChem, several laboratories
bovine MsrA act – activators of bovine methionine sulfoxide reductase A; 360,000 compounds, 0.3% hits; AID 602163; activation, % at 10.6 µM; purified bovine MsrA, absorbance read-out; in the data active means activation above about 7.5%;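 further: 0% = vehicle and 100% = reference activator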
Rpn11 inh – Rpn11 (human) deubiquitinase inhibition. O00487. human 26S proteasome, Ub4-pepOG fluorescence polarization; 20S core pre-blocked with epoxomicin. calls only at 20 µM. 360,000 compounds, 0.59% hits;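 active means inhibition at 20 µM, scaled to each plate's controls, above about 33%, limit read from the data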
Target sequence (O00487 whole entry, looked up): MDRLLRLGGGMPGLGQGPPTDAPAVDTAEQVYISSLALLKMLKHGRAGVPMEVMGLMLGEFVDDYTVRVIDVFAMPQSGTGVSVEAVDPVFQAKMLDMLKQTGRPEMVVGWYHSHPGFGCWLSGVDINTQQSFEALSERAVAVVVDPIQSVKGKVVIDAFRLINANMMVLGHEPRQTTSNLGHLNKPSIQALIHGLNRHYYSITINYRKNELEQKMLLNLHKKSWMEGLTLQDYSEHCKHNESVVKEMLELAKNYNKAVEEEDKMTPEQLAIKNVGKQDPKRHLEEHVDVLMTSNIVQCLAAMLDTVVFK
MT1-MMP act inh – blocks activation of human MT1-MMP; GFP/RFP ratio change, % at 20 µM; 360,000 compounds, 0.061% hits; HT1080 RFP-PRO-GFP cells, GFP/RFP ratio fluorescence, overnight; percent of plate control window, DMSO zero; AID 651647;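 active means GFP/RFP ratio change of at least 30% with cell ATP level not reduced by more than half and red fluorescence within 50% of control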; further: strong numbers were not always called active
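Assay system: HT1080 cells carrying an RFP-PRO-GFP reporter | Dosing: Single dose of 20 µM compound, 1% DMSO final | Incubation: Cells overnight before dosing, compound overnight, 37 °C, 5% CO2 | Evaluation: GFP/RFP fluorescence ratio | Control set: DMSO and RFP-L50D-GFP cell wells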
CSN deneddyl inh – blocks human CSN-mediated cullin deneddylation; Q92905; Purified CSN, SCF-Nedd8-OG deneddylation, fluorescence polarization; inhibition, % at 12.5 µM; 360,000 compounds, 0.38% hits; AID 651999;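 active means pattern-corrected inhibition above about 35%, with an unprinted fluorescence ratio check between 0.5 and 1.5, limit read from the data, passing the limit was not always enough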;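 further: 0% = enzyme with substrate and 100% = substrate without enzyme; some results filed as inactive read as strong as hits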
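Detection – fluorescence polarization · System – HEK293T-derived human Csn5 enzyme · Controls – substrate-only high control, full reaction low control · Timing – 90 min, room temperature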
FAS TE block – inhibitors of human fatty acid synthase thioesterase domain; recombinant FAS-TE, OMFH fluorogenic substrate, fluorescence endpoint; inhibition, % at 15 µM; 360,000 compounds, 0.67% hits;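 active means compounds whose normalised, plate-corrected inhibition of enzyme fluorescence in the single-dose primary screen is 50% or more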;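 further: 0% = DMSO with enzyme and 100% = substrate without enzyme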
MsrA inhibitor – inhibitors of bovine MsrA | purified bovine MsrA, absorbance read-out | inhibition, % at 15.5 µM | 360,000 compounds, 0.75% hits; in the data active means inhibition above about 4.5%;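 further: 0% = vehicle wells with enzyme and 100% = reference inhibitor wells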
Rin1-Abl PPI inh – inhibitors of human Rin1-Abl protein interaction. P00519+Q13671. 360,000 compounds, 0.4% hits. inhibition, % at 7.35 µM. TR-FRET Rin1/Abl binding, biochemical. AID 588664; in the data active means inhibition above about 5%, passing the limit was not always enough
PABP1 MLLE inh – blocks PAM2 peptide binding to the PABP1 MLLE domain; GST-MLLE / FITC-PAM2 fluorescence polarization; 360,000 compounds, 0.36% hits; inhibition, % at 20 µM; P11940; in the data active means inhibition above about 35%, passing the limit was not always enough;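 further: plate controls were DMSO wells with GST-MLLE for no effect and wells lacking GST-MLLE protein for full effect; some results filed as inactive read as strong as hits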
Target sequence (P11940 whole entry, looked up, the tested form may be a part): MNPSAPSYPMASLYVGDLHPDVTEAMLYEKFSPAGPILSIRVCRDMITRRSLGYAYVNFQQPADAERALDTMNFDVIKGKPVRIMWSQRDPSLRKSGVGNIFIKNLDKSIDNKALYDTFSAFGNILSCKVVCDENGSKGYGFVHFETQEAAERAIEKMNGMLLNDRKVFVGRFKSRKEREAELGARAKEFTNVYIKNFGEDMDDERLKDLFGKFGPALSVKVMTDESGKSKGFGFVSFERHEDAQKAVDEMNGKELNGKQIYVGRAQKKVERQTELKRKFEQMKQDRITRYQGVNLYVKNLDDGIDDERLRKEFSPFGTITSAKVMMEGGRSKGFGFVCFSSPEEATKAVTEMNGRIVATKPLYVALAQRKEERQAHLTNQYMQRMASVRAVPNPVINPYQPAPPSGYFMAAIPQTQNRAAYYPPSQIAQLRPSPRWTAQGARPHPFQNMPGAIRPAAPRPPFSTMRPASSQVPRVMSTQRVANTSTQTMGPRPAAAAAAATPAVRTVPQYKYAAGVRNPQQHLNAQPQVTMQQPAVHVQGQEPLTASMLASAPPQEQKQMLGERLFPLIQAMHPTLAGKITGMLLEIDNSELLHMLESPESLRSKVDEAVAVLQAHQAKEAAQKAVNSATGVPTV
E coli Lon inh – inhibits E. coli Lon protease. P0A9M0. purified E. coli Lon protease, fluorescence polarization. inhibition, % at 7.94 µM. 360,000 compounds, 0.42% hits. AID 602123; in the data active means inhibition above about 13%, passing the limit was not always enough;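 further: 0% = enzyme with probe and DMSO and 100% = no enzyme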
Active calls of the source: *; i = inactive; . = no result given; + = active, no number; & = joins results of further samples.

nr	canonical_smiles	FAS TE block	MsrA inhibitor	E coli Lon inh	PABP1 MLLE inh	Rin1-Abl PPI inh
1	O=c1[nH]c2ccccc2n1C1CCN(C(c2nnnn2Cc2ccccc2)C2CC2)CC1 (centres undefined)	6.5	-2.4	2.9	-4.3	7.1
2	O=[N+]([O-])c1cc(-n2cnnn2)c(O)c([N+](=O)[O-])c1	1.2	1.5	-0.7	-9.2	-2.1
3	COP(=O)(OC)C(NC(=O)C(C)(C)C)=C(Cl)Cl	-0.8	0.2	3.0	-0.6	-3.5
4	Cc1nn(Cc2c(Cl)cccc2Cl)c(Cl)c1C(=O)O	2.4	0.2	3.2	6.5	3.1
5	CCCCCCN1CCN(c2ccc(Cl)cc2)CC1	-0.4	0.2	-5.6	0.7	-2.3
6	C=CCn1c(O)c(/C=N/NC(=O)c2ccncc2)c(=O)[nH]c1=O	-10.4	2.2	-3.6	-8.4	-2.8
7	NC(=O)CSP(=O)(c1ccccc1)c1ccccc1	-8.3	-1.0	-8.2	34.0	-1.0
8	COC(=O)C1=C(c2ccc(-c3ccccc3)c(F)c2)C[C@@H]2CC[C@H]1N2C(=O)N1CCCCC1	26.5	1.3	4.0	11.1	5.1
9	CC(C)C(=O)Nc1ccc(S(=O)(=O)N2CC3CC(C2)c2cccc(=O)n2C3)cc1 (centres undefined)	-10.6	-0.2	-1.9	-13.0	-2.6
10	CC1CCCCN1C(=O)c1ccc(N2CC3CC(C2)c2cccc(=O)n2C3)c([N+](=O)[O-])c1 (centres undefined)	-5.7	0.4	-17.2	-1.8	-1.9
11	COC(=O)C1=C(c2ccc(C(C)=O)cc2)C[C@@H]2CC[C@H]1N2C(=O)NCc1ccc2c(c1)OCO2	-6.4	1.4	-3.9	-5.2	0.2
12	COc1cc2c(cc1OC)-c1c(OC)c(OC)cc3c1C(C2)N(C)CC3 (centres undefined)	-1.3	0.6	-4.5	-9.0	-5.6
13	COc1cc(OC)c(OC)cc1CN1CCN(C(=O)Cc2ccccc2)CC1	-4.1	-0.1	-8.8	-13.4	3.7
14	Cc1ccc(CN2CCN(CC(=O)N3CCC4(CC3)OCCO4)C2=O)cc1	-4.1	0.1	-2.4	11.5	0.2
15	C=CCn1c(O)c(C(C)=NCCc2c[nH]c3ccccc23)c(=O)[nH]c1=O	-3.6	-0.9	-4.8	-12.2	0.2

nr	MT1-MMP act inh	CSN deneddyl inh	bovine MsrA act	Rpn11 inh
1	-17.1	2.7	-0.6	i
2	-9.0	-2.6	-2.0	i
3	5.7	1.1	-0.7	i
4	-1.0	1.1	-0.6	i
5	1.4	1.0	-5.4	i
6	-5.7	1.3	-4.3	i
7	3.2	3.4	-0.3	i
8	2.0	-8.3	-5.5	i
9	-0.6	-2.7	-4.9	i
10	4.9	-3.2	-3.4	i
11	-1.7	-0.8	-1.7	i
12	9.3	1.7	1.3	i
13	5.8	-4.2	1.4	i
14	2.9	0.9	-3.0	i
15	1.8	0.8	-2.1	i

Continued.
nr	canonical_smiles	FAS TE block	MsrA inhibitor	E coli Lon inh	PABP1 MLLE inh	Rin1-Abl PPI inh
16	CC12CN3CCN(CC(C3)/C1=N/NC(N)=O)C2	-3.0	0.8	1.6	3.9	0.6
17	COC(=O)C1=C(c2ccc(OC)c(OC)c2)C[C@@H]2CC[C@H]1N2C(=O)NCCNC(C)=O	-11.9	1.3	5.9	15.6	-1.3
18	CCc1ccccc1N1C(=O)CC(=O)NC1=O	-5.2	1.3	-35.4	-12.8	4.2
19	CC1CC2(O)c3no[n+]([O-])c3CCC2N1O (centres undefined)	-1.9	1.1	8.3	3.6	1.6
20	NC(=O)Cn1cc(C(=O)c2ccccc2)c2ccccc21	-3.8	1.0	-2.2	1.8	-2.1
21	CCCC1(CCO)C(=O)NC(=S)NC1=O	-0.7	0.4	-16.3	10.6	-2.4
22	CC(=NCCN1CCCCC1)c1c(O)n(-c2ccc(Cl)cc2)c(=O)[nH]c1=O	-6.8	-0.5	-13.8	-16.9	-3.1
23	CC(=O)O[C@H]1C[C@@H]2OC3C=C(C)CCC3(C)[C@@]1(C)[C@@]21CO1 (some centres undefined)	-8.5	0.5	-6.3	18.2	1.6
24	COc1ccc(Cn2c(O)c(/C=N/NC(=O)c3ccccc3O)c(=O)[nH]c2=O)cc1	18.2	6.2*	-20.1	-22.9	-2.5
25	CCN(CC)C(=O)c1ccc(NC(=O)c2cccc(F)c2)cc1	-9.9	-0.4	-6.3	-18.5	-2.0
26	C#CC(CC)(CC)NC(=O)Nc1ccc(OCC)cc1	2.7	0.0	7.1	5.0	-2.3
27	C=CCNC(=S)Nc1ccc(OC(=O)Nc2ccc(Cl)c(Cl)c2)cc1	20.9	-0.1	0.1	-20.6	2.8
28	Cn1c(O)c(C(=O)c2ccccc2)c(=O)n(C)c1=O	-13.4	-0.2	-0.8	6.5	3.4
29	COc1cc(C)c(CNCCc2c[nH]c3ccccc23)cc1C	-3.4	-0.6	-5.2	1.9	2.5
30	C[C@]12C=CC(=O)C=C1C=C[C@@H]1C2CC[C@]2(C)C(=O)CCC12 (some centres undefined)	-3.0	0.7	-8.1	7.0	-1.8

nr	MT1-MMP act inh	CSN deneddyl inh	bovine MsrA act	Rpn11 inh
16	-3.5	4.0	-1.5	i
17	-1.1	0.0	-3.1	i
18	-8.1	3.6	-2.4	+
19	2.8	1.8	-2.3	i
20	-0.2	0.5	-3.5	i
21	4.6	-0.2	-0.8	i
22	-6.4	-2.7	-1.1	i
23	-49.0	0.6	-7.7	i
24	-4.0	3.6	-3.5	i
25	1.9	-0.1	2.2	i
26	2.4	5.7	-3.8	i
27	1.3	1.9	-5.0	i
28	6.3	-0.5	-0.1	i
29	-7.0	-1.2	-2.0	i
30	-0.7	2.7	-2.2	i

Other structures:
nr	canonical_smiles	FAS TE block	MsrA inhibitor	E coli Lon inh	PABP1 MLLE inh	Rin1-Abl PPI inh
31	CCCC(C)C(=O)NC1CCSC1=O (centres undefined)	-6.5	-0.7	11.4	13.4	4.9*
32	C[C@]12CC[C@H](O)CC1=CCC1C2CC[C@@]2(C)C1C[C@@H]1CC(=O)O[C@@H]12 (some centres undefined)	-3.1	0.7	-9.2	14.2	3.2
33	CCOC(=O)C1(c2ccccc2)Oc2ccccc2C(c2ccc(OC)cc2)=C1C(=O)OC (centres undefined)	23.9	0.6	0.2	-13.7	-1.4
34	COC12c3ccccc3-c3ccccc3C1C(C(=O)O)C2C(=O)O (centres undefined)	-4.8	0.8	-3.1	13.5	-0.1
35	CN1CCN(Cc2cc3c(cc2[N+](=O)[O-])OCO3)CC1	-2.3	-0.2	-4.0	-10.2	0.1
36	Cc1nn(Cc2ccccc2)c(Cl)c1C(=O)O	-5.3	-0.6	-1.2	1.9	-1.6
37	O=C(O)C1C2c3ccccc3C(O)C1(C(=O)O)c1ccccc12 (centres undefined)	-7.1	-0.4	-13.1	4.4	0.1
38	Cc1ccc(S(=O)(=O)N(C)c2ccc(C(=O)NCC3(N(C)C)CCCCC3)cc2)cc1	-4.3	-0.8	-13.6	-8.5	1.1
39	CCOC(=O)[C@]12Cc3cc4ccccc4cc3[C@H]1N(Cc1ccccc1)C(=O)c1cc(OC)ccc12	64.8*	-0.4	7.9	.	.
40	C#CCOc1ccc2c(c1)c(C(C)=O)c(C)n2Cc1ccccc1	31.2	-0.8	6.7	-10.8	1.0
41	CCN(CC)CCCN=Cc1c(O)n(-c2ccccc2F)c(=O)[nH]c1=O	-3.5	-0.1	-3.8	-1.8	-2.9
42	CN1CCN(c2nc(N(C)C)oc(=O)c2C#N)CC1	-4.9	0.8	-2.6	6.5	-2.9
43	CCOC(=O)[C@]12Cc3cc(OC)ccc3[C@H]1N(Cc1ccccc1)C(=O)c1cc(F)c(F)cc12	28.8	-0.3	3.0	-9.6	0.6
44	COc1ccc(-n2nnnc2C(c2ccccc2)N2CCC3(CC2)C(=O)NCN3c2ccccc2)cc1 (centres undefined)	14.5	-0.6	-4.3	-7.2	1.0
45	CCCCCn1c(N)c(C(=O)NCCN2CCOCC2)c2nc3ccccc3nc21	7.1	2.0	-3.5	-3.3	-6.5

nr	MT1-MMP act inh	CSN deneddyl inh	bovine MsrA act	Rpn11 inh
31	.	-5.5	-13.3	i
32	1.6	-2.6	-1.4	i
33	-10.6	-2.7	-6.5	i
34	1.3	0.7	0.5	i
35	-0.8	0.2	-5.1	i
36	-0.3	8.4	-3.5	i
37	-0.1	-0.9	-4.1	i
38	1.8	1.4	-4.9	i
39	-20.6	-0.1	-0.7	.
40	12.6	4.2	-8.2	i
41	-3.8	5.0	0.2	i
42	3.7	-1.1	-3.0	i
43	-12.8	-4.2	-2.4	i
44	0.1	1.7	0.1	i
45	-12.6	10.2	-0.6	i

Continued.
nr	canonical_smiles	FAS TE block	MsrA inhibitor	E coli Lon inh	PABP1 MLLE inh	Rin1-Abl PPI inh
46	CC(=O)OCC[N+](C)(C)C	0.3&-0.5&-3.7	0.9&1.3&-0.6	3.6&-1.8&-4.4	-1.9&-6.7&-7.3	-2.5&-0.7&-2.5
47	O=C1CN=C(c2ccccc2)c2cc([N+](=O)[O-])ccc2N1	2.9	0.9	-10.0	11.3	-1.0
48	CCNC(=O)N1Cc2ccccc2-n2nncc2C1	-4.6	-0.1	-8.9	7.2	1.2
49	Fc1ccccc1CNC1CN2CCC1CC2 (centres undefined)	-5.4	-0.6	-5.6	17.2	-2.5
50	C=CCn1c(O)c(C(C)=Nc2ccc(NC(C)=O)cc2)c(=O)[nH]c1=O	-3.8	1.5	2.9	-4.3	-1.3

nr	MT1-MMP act inh	CSN deneddyl inh	bovine MsrA act	Rpn11 inh
46	-3.5&2.3&3.7	6.4&-2.0&-3.6	-0.8&0.8&-1.1	i
47	-2.6	-1.6	-2.6	i
48	1.1	4.8	-3.6	i
49	-1.2	-0.2	-0.3	i
50	7.2	-1.4	0.8	i

This is a subset; rates above refer to the full screens.
